Screening data from PubChem BioAssay.
MT1-MMP act inh: blocks activation of human MT1-MMP. AID 651647. GFP/RFP ratio change, % at 20 µM. hit rate 0.061% among 360,000. P50281. HT1080 RFP-PRO-GFP cells, GFP/RFP ratio fluorescence, overnight; percent of plate control window, DMSO zero;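 active = GFP/RFP ratio change of at least 30% with cell ATP level not reduced by more than half and red fluorescence within 50% of control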; also: strong numbers were not always called active
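Test system: HT1080 RFP-PRO-GFP cells; Benchmarks: DMSO and RFP-L50D-GFP cell wells; Timing: cells overnight before dosing, compound overnight, 37 °C, 5% CO2; Compound: one 20 µM compound dose with 1% DMSO; Read-out: GFP/RFP fluorescence ratio.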
eLon inh: inhibits E. coli Lon protease | inhibition, % at 7.94 µM | AID 602123 | purified E. coli Lon protease, fluorescence polarization | hit rate 0.42% among 360,000 | P0A9M0; in the data active = inhibition above about 13%, passing the limit was not always enough;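 also: 0% = enzyme with probe and DMSO and 100% = no enzyme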
MsrA act: bovine methionine sulfoxide reductase A activation; hit rate 0.3% among 360,000; purified bovine MsrA, absorbance read-out; activation, % at 10.6 µM; AID 602163; in the data active = activation above about 7.5%;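 also: 0% = vehicle and 100% = reference activator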
FAS-TE inh: FAS thioesterase (human) inhibition; P49327; recombinant FAS-TE, OMFH fluorogenic substrate, fluorescence endpoint; inhibition, % at 15 µM; hit rate 0.67% among 360,000; AID 602261;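 active = compounds whose normalised, plate-corrected inhibition of enzyme fluorescence in the single-dose primary screen is 50% or more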;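 also: 0% = DMSO with enzyme and 100% = substrate without enzyme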
TbMetRS inhib: blocks T. brucei methionyl-tRNA synthetase activity; purified T. brucei MetRS, ATP depletion, Kinase-Glo luminescence; inhibition, % at 11.9 µM; hit rate 0.4% among 360,000; AID 624268;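 active = inhibition above a per-plate cutoff of the control wells' mean inhibition plus 3 SD, cut at about 5.5% in these data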;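 also: 0% = DMSO wells median and 100% = median of wells with control inhibitor compound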
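Measured by: Kinase-Glo luciferase luminescence reporting remaining unconsumed ATP. Material: purified T. brucei MetRS enzyme. Doses: 11.9 µM compound single dose, 0.9% DMSO. Medium: HEPES buffer containing pyrophosphatase, BSA, spermine, DTT. Times: 15 min preincubation, 2 h reaction, all 25 °C. Reagent: methionine, ATP and bulk E. coli tRNA.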
MLLE-PAM2 inh: inhibitors of microRNA-mediated deadenylation, human PABP1 MLLE binding; P11940; GST-MLLE / FITC-PAM2 fluorescence polarization; inhibition, % at 20 µM; hit rate 0.36% among 360,000; AID 588489; in the data active = inhibition above about 35%, passing the limit was not always enough;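 also: plate controls were DMSO wells with GST-MLLE for no effect and wells lacking GST-MLLE protein for full effect; some results filed as inactive read as strong as hits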
MsrA inh: inhibits bovine methionine sulfoxide reductase A; purified bovine MsrA, absorbance read-out; inhibition, % at 15.5 µM; hit rate 0.75% among 360,000; in the data active = inhibition above about 4.5%;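 also: 0% = vehicle wells with enzyme and 100% = reference inhibitor wells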
CendR NRP1 mod: modulators of CendR peptide binding to human neuropilin-1. inhibition, % at 25 µM. FAM-RPARPAR peptide binding to NRP-1, fluorescence polarization. O14786. hit rate 0.85% among 360,000;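 active = inhibition or corrected inhibition above about 18%, plus a signal ratio from 0.5 to 1.5, limit read from the data, passing the limit was not always enough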; also: strong numbers were not always called active
SKN-1 inh: blocks SKN-1 activity in C. elegans. inhibition, % at 21.8 µM. hit rate 0.49% among 360,000. C. elegans VP596 Pgst-4::GFP/RFP ratio, acrylamide-induced, 24 h. AID 624304;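 active = interference check ratio from 0.5 to 1.5 plus GFP to RFP signal ratio inhibition reaching or exceeding a fixed threshold, cut at about 30% in these data, passing the limit was not always enough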; also: some compounds called inactive have numbers as strong as hits
Active calls of the source: *; . = no result given; & = joins results of further samples.

Values run as follows: MT1-MMP act inh | eLon inh | MsrA act | FAS-TE inh | TbMetRS inhib | MLLE-PAM2 inh | MsrA inh | CendR NRP1 mod | SKN-1 inh
1) COC(=O)c1c(N2C(=O)CC(Sc3ncccc3C(=O)O)C2=O)sc(C)c1C (centres undefined)
    3 | -4 | -3 | -4 | 0.5 | 28 | 1.2 | 12 | 11
2) COc1ccc(CCNC(=O)C(=O)NCC2OCCN2S(=O)(=O)c2cc(F)ccc2F)cc1 (centres undefined)
    0 | 0 | -4 | -2 | -0.7 | 4 | 0.1 | -2 | 15
3) Cc1ccc2c(c1)N(Cc1ccccn1)C(=O)C(C)O2 (centres undefined)
    6 | 9 | -1 | -6 | -0.1 | 4 | -0.5 | 4 | 28
4) COc1ccccc1C(=O)N=C1NC(=O)CC2C(=O)NCCN12 (centres undefined)
    -2 | 5 | -6 | -1 | -0.1 | 6 | 1.2 | 4 | 5
5) COCCN(Cc1cc2cc3c(cc2nc1Cl)OCO3)C(=O)Nc1ccccc1OC
    0 | -6 | -1 | 23 | -0.2 | -7 | -0.4 | -7 | 8
6) Cc1ccc(NC(=O)c2cc3ccccc3o2)cc1Cl
    3 | -8 | -1 | 36 | 0.4 | 10 | -0.6 | 13 | 26
7) CCCn1c(=O)c2ccccc2n2c(SCCNCCO)nnc12
    0 | -8 | -1 | -6 | -0.5 | -112 | -0.6 | 0 | 6
8) Cc1ccc(O)c(C(=O)c2cnn(-c3ccccc3)c2)c1
    -2 | 0 | -5 | 14 | -0.4 | 7 | 0.0 | -6 | 8
9) N#Cc1c(N)nc(SCC(=O)NCCc2ccccc2)c(C#N)c1-c1cccs1
    2 | -6 | -2 | -1 | -0.2 | 7 | -0.8 | 24 | 26
10) COC(=O)c1sccc1NC(=S)N1CCN(c2ccccc2)CC1
    -6 | -1 | -4 | 23 | -0.5 | -38 | -0.6 | 13 | 4
11) CCC1(C)Cc2sc3c(=O)[nH]c(=S)[nH]c3c2CO1 (centres undefined)
    1 | -6 | 0 | -7 | -0.5 | 32 | 1.1 | 3 | -25
12) O=c1cc(C23CC4CC(CC(C4)C2)C3)[nH][nH]1
    4 | -8 | -2 | -7 | -0.8 | -3 | 1.3 | 4 | 4
13) CN1/C(=C\C=C(/C#N)C(=O)Nc2ccccc2F)C(C)(C)c2ccccc21
    -109 | -74 | -4 | -25 | 0.5 | -102 | -1.5 | 18 | -21
14) COc1ccc([N+](=O)[O-])cc1NC(=O)C1CCCCC1C(=O)O (centres undefined)
    13 | 5 | -3 | -4 | -0.8 | 0 | 0.7 | -9 | -4
15) Cc1ccc(/C=C(\C#N)C(=O)Nc2cccc(C)n2)cc1
    -3 | 5 | -3 | 5 | -0.4 | 3 | -0.3 | -4 | -4
16) COC/C=C/C1=CC2=CC(=O)C(C)(OC(=O)c3cnc4ccccc4n3)C(=O)C2=CN1CCCOC(C)C (centres undefined)
    3 | 13 | -6 | -11 | -0.4 | 8 | 0.2 | 44* | 19
17) Cc1cccc2c1N(C)C(=O)C2=O
    -3 | 1 | 2 | 0 | -0.7 | -1 | 1.4 | -4 | 5
18) CN(C(=O)c1ccccc1C(=O)OCC(=O)Nc1ccc(OC(F)F)cc1)c1ccccc1
    0 | -2 | -2 | 12 | -0.3 | 14 | 0.8 | -17 | 1
19) COC(=O)[C@@]12C[C@@H](CC(=O)NCc3cccc4ccccc34)C(=O)N(CCc3ccc(OC)c(OC)c3)C1=CCC(C)(C)C2
    -1 | . | . | . | -0.9 | . | 0.7 | -10 | -7
20) N=C1/C(=C\c2ccc(-c3cccc(C(=O)O)c3)o2)C(=O)N=C2SC=C(c3ccccc3)N12
    -10 | -65 | -5 | 9 | 0.1 | -79 | 0.8 | -188 | 6

Along the list, quoted from above:
Nos. 3–9 in MsrA act, in turn: -1, -6, -1, -1, -1, -5, -2
Nos. 3–9 in FAS-TE inh, in turn: -6, -1, 23, 36, -6, 14, -1

(more compounds)
Values run as follows: MT1-MMP act inh | eLon inh | MsrA act | FAS-TE inh | TbMetRS inhib | MLLE-PAM2 inh | MsrA inh | CendR NRP1 mod | SKN-1 inh
21) CCn1c(SCC(=O)N2CC(C)OC(C)C2)nc2c([nH]c3ccccc32)c1=O (centres undefined)
    -1 | 2 | -4 | -4 | -0.2 | 7 | -0.6 | -5 | -14
22) COc1ccc(OC)c(NC(=O)COC(=O)c2ccc(S(=O)(=O)N3CCOCC3)cc2)c1
    1 | -4 | 1 | 6 | 0.0 | 4 | 0.6 | 7 | 5
23) CCCCC(CC)c1nnc(NC(=O)c2cccs2)s1 (centres undefined)
    2 | 0 | -3 | 5 | -0.2 | 8 | 1.6 | 0 | 0
24) COC(=O)CSc1nc(C)c(C(C)=O)cc1C#N
    0 | 2 | -1 | 1 | -0.2 | -8 | 1.1 | -3 | 24
25) CCN(CC(=O)NC1CCS(=O)(=O)C1)C(=O)c1cc(OC)c(OC)c(OC)c1 (centres undefined)
    1 | -1 | -1 | -11 | -0.2 | 4 | -0.3 | 10 | -3
26) COc1ccc2[nH]c(=O)c(CN(C(=O)C3CCCO3)c3ccc(C)c(C)c3)cc2c1 (centres undefined)
    -3 | 2 | 0 | -5 | 0.1 | 2 | -0.8 | -4 | 0
27) O=C(COC(=O)c1ccc(S(=O)(=O)Nc2ccccc2)cc1)NCCC1=CCCCC1
    0 | -8 | -3 | 20 | -0.3 | -4 | 0.9 | -2 | 1
28) Cc1cccc(NC(=O)CN(CC2CCCO2)C(=O)c2cc3ccccc3o2)c1C (centres undefined)
    -6 | -23 | 0 | 3 | -0.3 | -6 | 1.3 | 1 | 3
29) CC(NC(=O)c1ccccc1SCC(=O)N1CCCC1)c1ccccc1 (centres undefined)
    3 | -6 | -1 | -6 | 0.2 | 4 | -1.2 | -6 | 14
30) CC(C)CN(C(=O)COC(=O)c1cnccn1)c1c(N)n(Cc2ccccc2)c(=O)[nH]c1=O
    -7 | -13 | -3 | -4 | -0.2 | -18 | -0.9 | -15 | -1
31) COc1cccc(CNC(=O)COC(=O)c2c(NC(C)=O)sc(C)c2C)c1
    2 | -1 | -8 | 8 | -0.2 | 2 | -0.3 | 5 | 1
32) COc1ccccc1NS(=O)(=O)c1cc(NC(=O)c2cc[n+]([O-])cc2)ccc1N1CCCC1
    0 | -6 | -5 | 1 | -0.4 | 36 | 0.7 | 7 | -9
33) NCCCC[C@H](N[C@@H](CCc1ccccc1)C(=O)O)C(=O)N1CCC[C@H]1C(=O)O
    0&-3 | -3&0 | -6&-1 | -3&-1 | -0.7&-0.5 | -3&-3 | -1.1&-0.6 | -4&1 | 19&32
34) CCOC(=O)c1cnc2cc(C)nn2c1-c1ccccc1
    1 | -2 | 6 | -2 | -0.2 | 4 | 1.5 | -13 | -9
35) CCOC(=O)c1ccccc1NC(=S)N1CCN(C2CCCCC2)CC1
    4 | 1 | -7 | 0 | -1.6 | -26 | 0.2 | 16 | -21
36) CCOC(=O)C1CCN(C(=O)CCc2nc3sc4c(c3c(=O)[nH]2)CCCC4)CC1
    -7 | -17 | -1 | -1 | 0.3 | -39 | 0.3 | -53 | -2
37) CCN(CC)CCCNC(=S)N1CCN(c2nc(-c3ccccc3)cs2)CC1
    -2 | -9 | 0 | 31 | 1.2 | -116 | -0.1 | 2 | 7
38) Cc1ccc(CNC(=O)c2ccc(N3CCC4(CC3)CC(c3cccc(Br)c3)=NO4)c(NC(=O)c3ccc(Br)cc3)c2)cc1
    -1 | -17 | -1 | 9 | -0.2 | -15 | -0.7 | -15 | 22
39) CC(=O)N1CCC(C(=O)c2ccc(Cl)cc2)CC1
    4 | -12 | -7 | -9 | -0.7 | 4 | 0.5 | -13 | 10
40) CC(C)(C)NC(=O)Cn1cc(C#N)c2cc(Br)ccc21
    -3 | 5 | -2 | -4 | 0.4 | 16 | 1.0 | -3 | 12

(list continues)
Values run as follows: MT1-MMP act inh | eLon inh | MsrA act | FAS-TE inh | TbMetRS inhib | MLLE-PAM2 inh | MsrA inh | CendR NRP1 mod | SKN-1 inh
41) CC(Sc1nc(-c2ccco2)nc2c1c(=O)n(C)c(=O)n2C)C(=O)O (centres undefined)
    3 | -3 | -4 | -5 | -0.5 | 15 | 4.0 | -11 | 3
42) CCn1cc([N+](=O)[O-])c(C(=O)N2CCOCC2)n1
    -3 | -2 | -2 | -11 | -0.8 | -6 | 1.2 | 1 | -3
43) Cc1ccc(NC(=O)CNc2cccc(S(=O)(=O)N3CCCCC3)c2)cc1F
    -3 | -6 | -2 | 14 | 0.0 | 1 | 0.9 | 10 | -22
44) CCOc1ccc(CCNC(=O)COC(=O)CNS(=O)(=O)c2ccc(NC(C)=O)cc2)cc1OCC
    3 | -15 | -5 | -6 | -0.6 | -25 | -0.9 | -8 | 16
45) COC(=O)C1CCN(C(=O)COC(=O)c2n[nH]c3ccccc23)CC1
    2 | -2 | 2 | -8 | 0.2 | -1 | 0.4 | -1 | 1
46) COc1cc(NC(=O)c2cccs2)c(OC)cc1NC(=O)c1cccs1
    4 | 4 | -8 | -1 | -0.5 | -10 | . | -3 | -2
47) O=C(c1ccncc1)c1ccc(Br)cc1
    -6 | 12 | -15 | -8 | -1.0 | -1 | -0.8 | -4 | -7
48) CCOC(=O)NC(=O)/C(C#N)=N\Nc1cccc(Cl)c1
    6 | 6 | -4 | 8 | -0.4 | 15 | 1.0 | 1 | -8
49) COc1cccc(N2CCN(C3CC(=O)N(c4ccc(F)c(Cl)c4)C3=O)CC2)c1 (centres undefined)
    1 | 5 | -2 | 4 | 0.0 | 15 | -1.0 | -3 | 1
50) CNS(=O)(=O)c1ccc(C)cc1
    9 | 3 | -3 | -2 | -0.6 | 0 | -0.8 | 11 | 9
51) COc1ccc(N(C(=O)Cc2cccs2)C2C=CS(=O)(=O)C2)cc1 (centres undefined)
    2 | 6 | -2 | 0 | 0.1 | -6 | -0.5 | -5 | -9
52) O=c1c2oc3ccccc3c2[nH]c(=S)n1-c1ccccc1
    0 | -8 | 1 | -9 | -0.3 | 14 | 1.2 | -5 | 9
53) c1ccc(-c2nnc(CSc3nc4ccccc4[nH]3)o2)cc1
    6 | -5 | -7 | -11 | -0.9 | 4 | 0.1 | 3 | -15
54) COc1ccc(NC(=S)N2CCCC2)cc1OC
    1 | 2 | -2 | -7 | -0.8 | -50 | -0.1 | -2 | -2
55) C[C@H](CO)N1C[C@H](C)[C@@H](CN(C)S(=O)(=O)c2ccc(F)cc2)Oc2c(NS(=O)(=O)c3ccccc3)cccc2C1=O
    -2 | -16 | -2 | -7 | -0.5 | -4 | 0.9 | 5 | -9
56) COc1cc2ncnc(NCc3ccc(C)o3)c2cc1OC
    5 | 2 | 3 | -3 | -0.2 | -4 | 0.9 | -20 | 5

Another view of part of the listing above:
item	SMILES	MT1-MMP act inh	eLon inh	MsrA act	FAS-TE inh	TbMetRS inhib	MLLE-PAM2 inh	MsrA inh	CendR NRP1 mod	SKN-1 inh
51	COc1ccc(N(C(=O)Cc2cccs2)C2C=CS(=O)(=O)C2)cc1 (centres undefined)	2	6	-2	0	0.1	-6	-0.5	-5	-9
52	O=c1c2oc3ccccc3c2[nH]c(=S)n1-c1ccccc1	0	-8	1	-9	-0.3	14	1.2	-5	9
53	c1ccc(-c2nnc(CSc3nc4ccccc4[nH]3)o2)cc1	6	-5	-7	-11	-0.9	4	0.1	3	-15
